BL2 CD40 inh = CD40 pathway inhibition in BL2 cells; actives 0.94% (n = 83,000); inhibition, % at 10 µM; BL2 NF-kB luciferase reporter, CD40L-induced, 4 h;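 active = mean inhibition of at least 50% with a set share of replicates also reaching that level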;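 note: 0% = neutral control wells and 100% = IKK inhibitor VII at 50 µM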
The depositor's hits bear a star; & = joins results of further samples; [ ] = another dose, or the depositor's remark. Only part of the results is shown; the hit share may differ from the screen's.

#	SMILES	BL2 CD40 inh
1	O=C(C[C@@H]1CC[C@H]2[C@@H](COC[C@@H](O)CN2Cc2cc(F)ccc2F)O1)NCc1ccc(Oc2ccccc2)cc1	51*[25 µM]
2	O=C(c1cnccn1)N1C[C@H]2[C@@H](c3ccccc31)[C@@H](CO)N2CC1CCCC1	9[25 µM]
3	COCCCNCCCOc1ccc(C)cc1Br	-2
4	O=C(NC1CCCCCC1)c1cccnc1Sc1ccccc1	-4
5	CC12CN3CC(C)(CN(C1)C3c1ccc([N+](=O)[O-])o1)C2 (configuration not stated)	-5
6	O=C(C[C@H]1C[C@H]2c3cc(NS(=O)(=O)c4ccc(F)cc4)ccc3O[C@H]2[C@H](CO)O1)NCc1cccnc1	1[25 µM]
7	O=C(CSc1nc(=O)n(CCCN2CCOCC2)c2c1CCC2)Nc1ccc(F)cc1	-1
8	COc1ccc(NC(=O)CN(C)C(=O)/C=C/c2cn(-c3ccccc3)nc2-c2cccs2)cc1	11
9	CC(C)(C)[S@](=O)N1Cc2cc(C(=O)NCc3ccccc3F)nc(-c3cccc(-c4cncnc4)c3)c2[C@@H]1CCO	45[25 µM]
10	CN(C)c1nc(N(C)C)n(C(=O)c2cccs2)n1	6
11	O=C(Nc1cccc(F)c1)N1C[C@@H]2N[C@H](C1)C2c1ccc(-c2ccccc2F)cc1 (some centres not stated)	-1&14
12	CCOC(=O)c1cc2c(c(-c3cccc(Br)c3)n1)[C@@H](CCO)N(C(=O)NC(C)C)C2	9[25 µM]
13	CO[C@H]1CN(C)C(=O)c2ccc(NC(=O)Nc3ccccc3)cc2OC[C@@H](C)N(C(=O)CC2CC2)C[C@H]1C	-7[25 µM]
14	O=C(c1cc(COc2ccc(-n3cncn3)cc2)on1)N1CCCC1	-40
15	CCCNC(=O)N1[C@H](C#N)[C@@H](c2ccc(-c3cccnc3)cc2)[C@H]1CO	5[25 µM]
16	O=C(NCc1ccccc1)C1CC(=O)N(c2ccc(OCC(=O)N3CCOCC3)cc2)C1 (configuration not stated)	12
17	C[C@H]1CN([C@@H](C)CO)C(=O)c2ccccc2-c2ccccc2CO[C@@H]1CN(C)Cc1cccnc1	-3[25 µM]
18	CC(CS(=O)(=O)c1cccc2cccnc12)N1CCCCC1 (configuration not stated)	-1
19	CO[C@@H](CN(C)C(=O)c1cc(Cl)cc(Cl)c1)[C@H](C)CN(C(=O)Nc1ccc(F)cc1)[C@@H](C)CO	1[25 µM]
20	CC1(c2ccccc2)NC(=O)N(CC(=O)Nc2ccc(S(=O)(=O)NC3=NCCCCC3)cc2)C1=O (configuration not stated)	6
21	O=C(Nc1ccc(C(F)(F)F)cc1)N[C@@H]1C=C[C@@H](CC(=O)N2CCCCC2)O[C@H]1CO	11[25 µM]
22	Cc1cc(=O)c2cc(Cl)ccc2[nH]1	4
23	Cc1ccc(SCCC(=O)OCC(=O)Nc2ccc(C(N)=O)cc2)cc1	8
24	O=C(c1cccs1)N(CCN1CCCCC1)CC1CCCN(C2CCCC2)C1 (configuration not stated)	-93
25	COc1ccccc1N1CCN(C(=O)[C@H](C)NS(=O)(=O)c2ccc3c(c2)OCCCO3)CC1	6
26	C[C@@H]1CN([C@@H](C)CO)S(=O)(=O)c2ccc(-c3cncnc3)cc2O[C@H]1CN(C)Cc1ccncc1	-8[25 µM]
27	CCCC(=O)OCC(=O)Nc1ccccc1C#N	14
28	Cc1cc(=O)cc(C)n1-c1ccc(F)cc1F	-1
29	O=C(NCCCn1ccnc1)c1cc2c(ccc3ccccc32)o1	-21
30	c1ccc(Cn2nnc3c(N4CCc5ccccc54)ncnc32)cc1	10
31	Cc1nnc(SC/C=C/c2ccccc2)n(N)c1=O	12
32	O=C(c1ccco1)N1CCN(S(=O)(=O)c2ccc(Br)s2)CC1	-2
33	CCOC(=O)c1c(C)c(C(=O)NCc2ccccn2)c(C)n1C	5
34	O=C(NCCCN1CCCC1=O)c1sc2ccccc2c1Cl	-55
35	CC(c1ccon1)N(C)Cc1cn[nH]c1-c1ccc(-c2ccccc2)cc1 (configuration not stated)	-49
36	CC(C)c1csc(CN2CCC(CCC(=O)NCC3CCCO3)CC2)n1 (configuration not stated)	-9
37	Cc1nc(SCC(=O)NC2CCCC2)c2oc3ccccc3c2n1	-1
38	CNCc1cc2ccc(C)cc2[nH]c1=O	0
39	COc1cccc2cc(C(C)=O)oc12	8
40	COCC#Cc1ccc2c(c1)O[C@H](CN(C)C(=O)C1CCOCC1)[C@H](C)CN([C@H](C)CO)S2(=O)=O	-10[25 µM]
41	C[C@@H](NC(=O)C[C@H]1C=C[C@H](NC(=O)c2cccnc2)[C@H](CO)O1)c1ccccc1	-2[25 µM]
42	O=C(C[C@H]1C[C@H]2c3cc(NS(=O)(=O)c4ccccc4)ccc3O[C@H]2[C@H](CO)O1)NC1CCCCC1	2
43	Cc1nc2ccc(NC(=S)NC3CCCCC3)cc2nc1C	-98
44	N#CC12CCCCC1CC1CCCCC1(C#N)N2Cc1cccnc1 (configuration not stated)	0
45	CN(CC(=O)Nc1cccc(F)c1)C(=O)CSc1ccc(Br)cc1	-12
46	CN(C)C(=O)c1cccc(-c2ccc(C3[C@@H]4CN(Cc5ccc6c(c5)OCO6)C[C@H]3N4)cc2)c1 (some centres not stated)	2
47	CCN(CC)CCCNC(=O)c1c(O)c2c([nH]c1=O)CCCC2	-5
48	O=C(NCc1ccccc1F)c1cccc(S(=O)(=O)N2CCCCC2)c1	-2
49	CCCNC(=O)C1(C)CCCN(Cc2ccc3c(c2)OCO3)C1 (configuration not stated)	6
50	CC1CCCC(C)N1C(=O)COC(=O)/C=C/c1ccc(Br)o1 (configuration not stated)	-12

Next part:
#	SMILES	BL2 CD40 inh
51	CCCCNC(=O)Nc1cc(C)on1	-4
52	CC1CC(C)CN(C(=O)COc2cccnc2[N+](=O)[O-])C1 (configuration not stated)	-4
53	CSc1ccccc1-c1cnc(NC(C)=O)cn1	-27
54	CCC(=O)N1CCCCN2[C@@H](CO)[C@@H](c3ccc(-c4cccc(C#N)c4)cc3)[C@@H]2C1	-1[25 µM]
55	Cc1cccnc1NC1(C(F)(F)F)N=C2SCCN2C1=O (configuration not stated)	4
56	Cc1nc(N2CCN(C)CC2)c2c3c(sc2n1)CCCC3	10
57	CC(C)NC(=O)N1C2CN(Cc3ccc(F)cc3)CC1C2c1ccc(Br)cc1 (configuration not stated)	0
58	COc1ccc(CCn2c(C)cc(C(=O)CSc3nnnn3-c3ccccc3)c2C)cc1OC	-5
59	CC(C)(C)[S@](=O)N1Cc2cc(C(=O)NCC(F)(F)F)nc(-c3cccc(-c4cccc(F)c4)c3)c2[C@@H]1CCO	80*[25 µM]
60	COCCNC(=O)C1CC(=O)N(C2CCCC2)C1 (configuration not stated)	4
61	COc1cccc(S(=O)(=O)Nc2ccc3c(c2)C(=O)N(C)[C@H]2CC[C@@H](CC(=O)NCC4CCCCC4)O[C@H]2CO3)c1	44[25 µM]
62	Cc1ccc(NC(=O)COC(=O)Cn2ccc(C(F)(F)F)n2)cc1Cl	14
63	CC[C@H]1C/C=C\C[C@@H](C(C)C)NC(=O)CCC(=O)N1	-7[25 µM]
64	Cn1c(=O)c2c(ncn2Cc2nnc(N)s2)n(C)c1=O	-6
65	COc1cccc(S(=O)(=O)Nc2ccc3c(c2)C(=O)N(C)[C@@H]2CC[C@@H](CC(=O)NCC4CCCCC4)O[C@@H]2CO3)c1	7[25 µM]
66	CCC(=O)c1ccccc1OCCN1CCN(CC)CC1	4
67	CC(C)Oc1ccc(C(=O)Nc2ccc(N3CCCC3)cc2)cc1	-20
68	CCCCCCC1CC(=O)NC(=O)N1 (configuration not stated)	17
69	O=C(c1nsc(Cl)c1Cl)N1CCCCC1	9
70	COc1ccccc1CC(=O)Nc1ccc(C(=O)N2CCCCC2)cc1	-9
71	CC1CCCN(C(=O)C2CCN(C(=O)Nc3ccccc3)CC2)C1 (configuration not stated)	17
72	CNC[C@H]1Oc2ccc(N(C)C)cc2C(=O)N(C)C[C@@H]1C	3
73	O=C(O)c1cc(Oc2ccc([N+](=O)[O-])cc2)cc(Oc2ccc([N+](=O)[O-])cc2)c1	-9[25 µM]
74	COc1ccccc1N1CC(C(=O)NCCC2=CCCCC2)CC1=O (configuration not stated)	5
75	Cc1cc(N2CCOCC2)nc(N2CCOCC2)n1	9
76	Cc1cc2c(ncn2C(C)C)c(N)c1C	-15
77	O=C(NCc1ccco1)c1ccc(Oc2ccccc2)cc1	-71
78	COc1ccc(C(=O)Nc2nc3ccccc3c(=O)[nH]2)cc1	-22
79	NC(Cc1ccc(Cl)cc1)c1csc(NC(=O)Nc2ccccc2)n1 (configuration not stated)	5
80	CCOC(=O)C1=C(COC(=O)COc2ccc(OCC)cc2)NC(=O)NC1C (configuration not stated)	5
81	O=C(CCN1CCN(Cc2ccccc2)CC1)Nc1ccc(OCc2ccccc2)cc1	4
82	c1ccc2c(CNCCN3CCOCC3)cccc2c1	5
83	C[C@@H]1CN([C@H](C)CO)C(=O)c2c(c3ccccc3n2C)-c2ccccc2CO[C@H]1CN(C)Cc1ccc(Oc2ccccc2)cc1	42[25 µM]
84	COc1ccccc1NS(=O)(=O)c1cc(C(=O)NCC(c2ccco2)N(C)C)ccc1C (configuration not stated)	6
85	Brc1ccc(-c2nnc3sc(CNC4CCCC4)cn23)cc1	6
86	CCCNC(=O)N1[C@H](CO)[C@@H]2c3ccccc3N(C(=O)C3CCC3)C[C@@H]21	5[25 µM]
87	CCC1(CC)CNC(=O)NC1=O	5
88	O=C(c1ccco1)N1CCn2cccc2C1c1ccccc1 (configuration not stated)	0
89	Cc1cc(C(=O)Nc2ccc(Br)cn2)sc1C	-4
90	c1ccc(N=C2SCCCS2)cc1	-3
91	COc1ccc(-c2csc(NC(=O)c3ccoc3C)n2)cc1	-61
92	c1ccc(-c2csc(N3CCN(c4ccccn4)CC3)n2)cc1	-70
93	COc1ccc(Nc2ncc3c(n2)CC(c2ccccc2)CC3=O)cc1 (configuration not stated)	-1
94	CSC(=NS(=O)(=O)c1ccc(N)cc1)NS(=O)(=O)c1cccs1	-3
95	Cc1cc(NC(=O)CSCC(=O)N2CCN(c3cccc(C(F)(F)F)c3)CC2)no1	2
96	CO[C@@H]1CN(C)C(=O)c2cc(NS(C)(=O)=O)ccc2OC[C@H](C)N(Cc2cncnc2)C[C@H]1C	-2[25 µM]
97	C[C@@H]1CN([C@H](C)CO)C(=O)CCCn2cc(nn2)CO[C@@H]1CN(C)Cc1ccc2c(c1)OCCO2	-4
98	COc1ccccc1CNC(=O)C[C@@H]1C[C@@H]2c3cc(NC(=O)Nc4ccccc4F)ccc3O[C@@H]2[C@@H](CO)O1	-6[25 µM]
99	COC(=O)c1cc(COc2ccc3ccc(=O)oc3c2)c(C)o1	-3
100	Cc1nnc2ccc(N3CCN(c4ccccn4)CC3)nn12	8

More results:
#	SMILES	BL2 CD40 inh
101	O=C(Cn1cc(C(=O)c2ccco2)c2ccccc21)Nc1ccccc1	4
102	COc1ccc(CNC(C)(C)C)cc1Cl	3
103	COc1ccc2c(c1)C(NC(C)=O)C(=O)N2CCc1ccccc1 (configuration not stated)	20
104	Cc1cc(C(F)(F)F)c(C#N)c(=O)[nH]1	0
105	CNC(=O)COC(=O)CCC(=O)c1cccs1	-23
106	CC(Sc1nnc(-c2ccco2)n1C)C(=O)N(C)C1CCCCC1 (configuration not stated)	16
107	CCOC(=O)N1CCN(S(=O)(=O)c2cc([N+](=O)[O-])ccc2C)CC1	-4
108	COCC(=O)N1[C@H](CO)[C@@H](c2ccc(C3=CCCCC3)cc2)[C@@H]1C#N	-17
109	Cc1c(Cl)c(C(=O)NC2C3CC4CC(C3)CC2C4)nn1C (configuration not stated)	-3
110	COc1ccc(CCNC(=O)COC(=O)Cc2ccccc2F)cc1	9
111	Cc1ccc(CN2CCN(Cc3ccccc3-c3ccco3)CC2CCO)o1 (configuration not stated)	3
112	COc1ccccc1CCNC(=O)c1cc(C2CC2)nc2c1cnn2C(C)C	16
113	CN1C(=O)c2cc(NC(=O)C3CCC3)ccc2OC[C@@H]2O[C@@H](CC(=O)NCCc3ccncc3)CC[C@H]21	-1
114	Cc1noc(C)c1NC(=O)Nc1ccc2c(c1)C(=O)N([C@H](C)CO)C[C@H](C)[C@@H](CN(C)Cc1ccc3c(c1)OCO3)OCCCC[C@@H](C)O2	4[25 µM]
115	COc1cccc(C(=O)Nc2ccc3c(c2)C(=O)N(C)[C@H]2CC[C@@H](CC(=O)N[C@H](C)c4ccccc4)O[C@H]2CO3)c1	21[25 µM]
116	C/C(COc1ccccc1)=N\NC(=O)c1nnn(-c2nonc2N)c1-c1ccc(C)cc1	0
117	COC(=O)c1cc2cc(NS(=O)(=O)c3ccc(C)cc3)ccc2s1	5
118	CC(C)(C)NCCOc1ccc(Br)cc1	3

Source: PubChem BioAssay (Broad Institute)
